# Compound activity (PubChem BioAssay)
# ATG4B inhibitor = inhibitors of human ATG4B cysteine protease | Q9Y4P1 | ATG4B cleavage of LC3-PLA2, NBD-HPC fluorescence, 1 h | inhibition, % at 8.33 µM | 340,000 tested, 0.51% active; in the data active = inhibition above about 40%
# PfG6PD inh = PfG6PD (Plasmodium falciparum) enzyme inhibition; PfGluPho enzyme, NADPH resazurin-diaphorase fluorescence; inhibition, % at 20 µM; 350,000 tested, 0.78% active; AID 504690;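 active = inhibition reaching at least a set limit at 20 µM in the primary screen, cut at about 59% in these data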;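 also: 0% = DMSO wells with substrate and 100% = DMSO wells lacking glucose-6-phosphate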
# mIAP inh = mouse IAP inhibition; purified mouse IAP, CDP-Star luminescence, 30 min; inhibition, % at 10 µM; 330,000 tested, 0.2% active;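 active = inhibition of at least 40% at 10 µM in the primary screen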;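 also: plate controls were DMSO with enzyme for no effect and no enzyme wells for full effect; values of inactives mirror those of a sister screen read the other way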
# A3A deaminase = blocks human APOBEC3A ssDNA deamination. inhibition, % at 20 µM. recombinant A3A, FAM/TAMRA ssDNA deamination fluorescence. P31941. 330,000 tested, 0.41% active;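 active = at least 40% inhibition at 20 µM here, with at most 30% in a related deaminase screen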;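 also: plate controls were A3A with DMSO for no effect and wells lacking A3A enzyme for full effect; some results filed as inactive read as strong as hits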
# hIAP activ = increases human intestinal alkaline phosphatase activity; AID 2524; 330,000 tested, 0.16% active; purified human IAP, CDP-Star luminescence, 30 min; stronger effect = higher value; 1 = vehicle-only enzyme, 0 = enzyme-free background; activation factor at 10 µM;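 active = activation factor of the enzyme at least 2-fold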; also: the source names both 10 and 20 µM as test concentration; values of inactives mirror those of a sister screen read the other way
# hIAP inh = blocks human intestinal alkaline phosphatase | purified IAP, CDP-Star luminescence, 30 min | inhibition, % at 10 µM | 330,000 tested, 0.12% active | AID 2544;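 active = inhibition reaching a set limit with compound at 10 µM in the primary screen, cut at about 35% in these data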;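 also: plate controls were DMSO wells with enzyme for no effect and no-enzyme buffer wells for full effect; values of inactives mirror those of a sister screen read the other way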
# HKDC1 inh = HKDC1 (human) hexokinase inhibition. Q2TB90. recombinant HKDC1, G6PDH/diaphorase resazurin coupled fluorescence. inhibition, % at 20 µM. 340,000 tested, 0.16% active. AID 493160;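 active = inhibition above about 35% when tested at 20 µM, limit read from the data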;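 also: plate controls were DMSO wells with enzyme for no effect and DMSO wells lacking enzyme for full effect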
# Target sequence (Q2TB90 whole entry, looked up): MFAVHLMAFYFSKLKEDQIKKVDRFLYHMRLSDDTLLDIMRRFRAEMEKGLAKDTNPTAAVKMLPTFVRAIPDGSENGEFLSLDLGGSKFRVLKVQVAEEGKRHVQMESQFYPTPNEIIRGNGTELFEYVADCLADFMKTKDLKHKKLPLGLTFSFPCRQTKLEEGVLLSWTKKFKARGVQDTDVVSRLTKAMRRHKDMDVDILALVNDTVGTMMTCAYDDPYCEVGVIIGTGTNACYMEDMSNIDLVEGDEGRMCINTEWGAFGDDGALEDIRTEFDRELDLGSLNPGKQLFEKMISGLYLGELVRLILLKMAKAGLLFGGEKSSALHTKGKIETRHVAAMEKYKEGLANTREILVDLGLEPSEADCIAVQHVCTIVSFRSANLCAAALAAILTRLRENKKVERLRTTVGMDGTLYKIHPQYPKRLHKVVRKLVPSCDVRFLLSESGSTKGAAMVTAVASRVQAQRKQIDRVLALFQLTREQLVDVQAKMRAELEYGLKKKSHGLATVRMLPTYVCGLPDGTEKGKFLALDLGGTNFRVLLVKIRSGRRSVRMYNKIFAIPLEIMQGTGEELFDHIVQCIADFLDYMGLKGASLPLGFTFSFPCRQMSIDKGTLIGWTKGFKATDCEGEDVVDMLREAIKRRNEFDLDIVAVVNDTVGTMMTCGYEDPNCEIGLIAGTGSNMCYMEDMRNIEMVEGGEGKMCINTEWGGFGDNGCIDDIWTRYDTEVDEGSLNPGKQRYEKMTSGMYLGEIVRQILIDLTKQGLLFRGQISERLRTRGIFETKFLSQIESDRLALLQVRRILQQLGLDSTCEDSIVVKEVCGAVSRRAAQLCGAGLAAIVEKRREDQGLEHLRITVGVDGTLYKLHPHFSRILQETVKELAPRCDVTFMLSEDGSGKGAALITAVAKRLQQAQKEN
#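 System: Recombinant HKDC1 hexokinase | Amount: HKDC1 at 5 µg/mL | Reagent: Glucose with 1 mM ATP | Doses: Single 20 µM dose | Incubation: Reaction time 90 min, room temperature, protected from light | Signal: Coupled resazurin fluorescence, excitation 525 nm, emission 613 nm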
# mIAP activ = mouse IAP activation; muIAP, CDP-Star luminescence, 30 min; stronger effect = higher value; 1 = vehicle-only enzyme signal, 0 = enzyme-free wells; activation factor at 10 µM; 330,000 tested, 0.24% active; AID 2805;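 active = activation factor of at least 2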; also: the source names both 10 and 20 µM as test concentration; values of inactives mirror those of a sister screen read the other way
#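 System: mouse IAP enzyme. Reagent: CDP-Star chemiluminescent phosphatase substrate. Benchmarks: DMSO wells, no-enzyme wells. Times: 30 min enzyme-substrate-compound incubation at room temperature. Detection: luminescence from enzymatic CDP-Star hydrolysis. Doses: test compounds delivered from DMSO solution.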
# The depositor's hits bear a star; / = not tested or not shown.
SMILES,ATG4B inhibitor,PfG6PD inh,mIAP inh,A3A deaminase,hIAP activ,hIAP inh,HKDC1 inh,mIAP activ
COc1ccc(NC(=O)CCCCCN2C(=O)c3cccc([N+](=O)[O-])c3C2=O)c(OC)c1,-3,0,10,-1,1.1,-7,5,0.9
CN(C(=O)CSc1nncn1-c1ccccc1)c1ccccc1,-3,12,13,-1,1.1,-11,-1,0.87
O=C(O)c1cccc(Cl)n1,-3,12,-1,10,0.96,4,-4,1
O=C(Nc1nnc(C2CC2)s1)C1CCCCN1S(=O)(=O)c1ccccc1 (stereo not given),-2,9,15,3,0.92,8,-4,0.85
COc1cc(Cn2cnnn2)ccc1O,-18,-6,4,-2,1.1,-11,-10,0.96
CCN(CC)S(=O)(=O)c1ccc(Cl)c(C(=O)Nc2nncs2)c1,6,-12,3,-2,0.95,5,-1,0.97
COc1ccc(C(=O)N2CCN(c3ccc(F)cc3)CC2)cc1S(=O)(=O)NC1CC1,-2,9,4,-5,0.95,5,-2,0.96
Cn1ncc(Cl)c1C(=O)Nc1ccncc1,-1,2,4,-1,0.93,7,-3,0.96
CN(C)c1cccc(C(=O)OCC(=O)Nc2ccccc2-c2ccccc2)c1,10,10,-8,-3,0.83,17,-6,1.1
O/N=C(\CN1CCCCC1)c1ccccc1,13,-3,-7,0,1,-4,-4,1.1
O=C(COc1ccc(Oc2ccccc2)cc1)NC1CCS(=O)(=O)C1 (stereo not given),-11,5,7,-3,0.85,15,-5,0.93
CCN(CC)S(=O)(=O)c1ccc(OCC(=O)NCc2ccco2)cc1,-6,14,-1,10,1,0,-2,1
CCOC(=O)c1cc(-c2ccccc2)n(CC(=O)Nc2cc(OC)cc(OC)c2)c1C,-4,11,-116,1,1.2,-17,-7,2.2*
CCCN1CCN(C(=S)Nc2ccccc2C(F)(F)F)CC1,0,10,0,-3,0.9,10,-7,1
CCOC(=O)CCSc1nc2c(c(C(F)(F)F)c1C#N)CCC2,3,0,10,-1,1.8,-81,-2,0.9
COC(=O)CCC(=O)Nc1ccc(Cl)c(Cl)c1,-3,6,3,-5,0.92,8,-6,0.97
CCn1c(SCC(=O)Nc2ccc(C)cc2)nc2sc3c(c2c1=O)CCN(C)C3,-9,17,15,-5,0.99,1,-1,0.85
CC(=O)Nc1ccc(NC(=O)C2C3C=CC(C3)C2C(=O)O)cc1 (stereo not given),-1,-5,-1,7,0.81,19,-5,1
Cc1ccc(O)c(-c2cc(C(F)(F)F)[nH]n2)c1,-1,4,2,2,1.3,-33,5,0.98
Cc1ccc(Nc2nc(CSc3n[nH]c(N)n3)cs2)cc1,-7,34,9,-3,1.5,-54,-2,0.91
Cc1cc(C)n(-c2ccc(C(=O)Nc3cc(C(F)(F)F)ccc3N3CCOCC3)cc2)n1,-11,-20,3,1,0.92,8,-10,0.97
COc1ccc(-c2c(C)n([O-])c3c([n+]2=O)CCCCC3)cc1,-3,6,-1,0,0.9,10,8,1
CC1CN(c2oc(Cc3cccc4ccccc34)nc2C#N)CC(C)O1 (stereo not given),3,2,-2,-2,1,-3,2,1
COc1ccc(NC(=O)CCS(=O)(=O)c2cc3c(cc2Cl)NC(=O)CO3)cc1OC,-1,-2,4,0,1,0,-6,0.96
Cc1nc2cc(CO)ccc2s1,3,10,-3,-5,0.87,13,-8,1
COc1ccc(-c2nnc(NC(=O)c3ccccc3[N+](=O)[O-])s2)c(OC)c1,-10,10,7,0,1.1,-12,-4,0.93
CCCc1cc(=O)[nH]c(=S)[nH]1,4,-4,-11,-5,1.1,-5,-5,1.1
CCOC(=O)c1c(-c2ccc(C)cc2)csc1NC(=O)CCN1CC(C)OC(C)C1 (stereo not given),1,29,7,3,1,-2,-2,0.93
CC(=O)c1ccccc1OCCOCCOCCOc1ccccc1C(C)=O,6,-3,2,-2,1.1,-5,-3,0.98
Cc1ccc2[nH]c(=O)c3cc(C(=O)NCCN4CCN(C)CC4)sc3c2c1,-4,12,4,2,0.98,2,11,0.95
CCc1nc2oc3ccccc3c(=O)c2c(=O)n1CCOC,-4,-9,4,-2,1,-2,-2,0.96
O=C(Nc1ccc(OC(F)F)c(Cl)c1)c1cccc(OC(F)F)c1,-9,58,4,-7,0.91,9,-9,0.96
CCCOC(=O)c1ccc(NC(=O)CCC(=O)OCC)cc1,0,4,2,3,0.9,10,9,0.98
CCn1c(=NC(=O)CSC(C)=O)sc2cc(F)ccc21,-2,-16,14,-5,0.79,21,-5,0.86
CCc1cc(-c2n[nH]c(=S)n2Cc2ccccc2)cs1,-6,25,7,-3,0.89,11,-1,0.93
CSc1ccc(CNC2CC2)cc1,-1,-7,0,-2,1,-2,-6,0.99
Cc1ccc2nc(N3CCCCC3)c(C=O)c(=O)n2c1,/,/,9,-1,0.83,17,/,0.91
COc1ccc(-c2noc(CN(C(=O)c3cccs3)C(C)C)n2)cc1,-4,-7,-6,2,0.89,12,1,1.1
OC(COCc1ccc(Cl)cc1)CN1CCCCC1 (stereo not given),6,-11,0,-7,1.4,-37,-8,1
COC(=O)CSc1nnc(COc2cccc3ccccc23)o1,-8,-12,-10,3,0.95,5,8,1.1
COc1ccccc1C(=O)Nc1ccc2c(c1)nc(CCNC(C)=O)n2C,-3,2,-9,-1,0.84,16,-8,1.1
COc1ccc(C(=O)N(Cc2nc(-c3ccc(C)cc3)no2)C2CCCCC2)cc1OC,3,12,-1,-1,0.84,16,6,1
O=c1c(-c2ccccc2)c(-c2ccccc2)oc2cc(O)cc(O)c12,3,-30,5,-2,0.89,11,1,0.95
CC1(OC(=O)C2CCCC2)C(=O)C=C2C=C(c3ccsc3)N(C3CCCC3)C=C2C1=O (stereo not given),9,63*,2,-4,0.75,25,23,0.98
Cc1ccc(S(=O)(=O)NCCN=Cc2ccc(N(C)C)cc2)cc1,3,5,10,1,0.96,4,0,0.9
COCCCNC(=O)C1CCN(S(=O)(=O)c2c(C)noc2/C=C\c2ccc(OC)cc2)CC1,-6,-8,-4,-4,1,-3,0,1
C=CCOc1ccc(/C=C/C(=O)OCC(=O)NCC(=O)Nc2c(C)cc(C)cc2C)cc1,-13,-7,2,-4,1.2,-19,-1,0.98
CN(Cc1nc(-c2ccccn2)no1)S(=O)(=O)c1ccc(Cl)cc1,-11,6,2,-2,0.73,26,-5,0.98
CC(=O)c1ccc(NC(=O)COC(=O)C2C3CC4OC(=O)C2C4C3)cc1 (stereo not given),1,-14,-2,0,0.77,23,-7,1
Cc1cccc(C)c1NC(=O)Cn1nnnc1N,-7,3,4,-2,1.1,-8,-7,0.96
COc1cc(NS(=O)(=O)c2cccc3nsnc23)cc(OC)c1,-7,-7,-7,-2,0.97,3,-6,1.1
COc1ccc(C(CNC(=O)c2ccc(-c3nc4ccccc4s3)o2)N2CCCC2)cc1 (stereo not given),2,6,16,-2,0.8,20,1,0.84
CCN(CC)CCNC(=O)/C(=N\O)c1ccccn1,-2,-3,11,0,0.86,14,-2,0.89
Cc1nc(=O)c(-c2ccccc2)c(C)n1-c1cccc(/C=C/C(=O)O)c1,11,-3,-5,-4,1,-1,-2,1.1
COc1ccc(N2CCN(CC(=O)Nc3nc(C)cs3)CC2)cc1,1,-18,-4,-1,1.1,-11,2,1
COC(=O)C(C)Oc1ccc(-c2nccc(-c3ccc(F)cc3)n2)cc1 (stereo not given),-5,23,14,-6,0.85,15,-3,0.86
CN(Cc1c(F)cccc1Cl)c1ccc(S(=O)(=O)N2CCOCC2)cn1,4,1,-7,1,1.1,-7,-2,1.1
COc1ccc(/C=C/C(=O)NC(=S)Nc2ccc(S(N)(=O)=O)cc2)cc1,8,4,12,0,0.95,5,-3,0.88
CC(=O)OC1CC(C)(C)N(OC(=O)CCCN2C(=O)c3ccccc3C2=O)C(C)(C)C1,-9,-9,-8,-3,0.98,2,-4,1.1
Cc1nc(Br)c(Br)c(C)c1Br,-6,16,-3,0,0.84,16,-4,1

# New compounds follow
SMILES,ATG4B inhibitor,PfG6PD inh,mIAP inh,A3A deaminase,hIAP activ,hIAP inh,HKDC1 inh,mIAP activ
COc1ccc(CNC(=O)C2Cc3cc(S(=O)(=O)N4CCCC4)ccc3N2C(C)=O)c(OC)c1 (stereo not given),-4,-7,-6,-1,0.97,3,-4,1.1
C/C=C/c1ccc(OCCOc2ccc(C=O)cc2)c(OC)c1,18,13,-6,-4,1,0,-5,1.1
CN(Cc1ccccc1)C(=O)c1ccccc1C(=O)O,-5,1,-10,3,1,-2,3,1.1
O=C1N/C(=C\c2ccccc2)C(O)=C1C=NCc1ccccc1,-7,8,-1,-1,0.97,3,3,1
CC1=C(C(=O)OC(C)C)C(c2cccs2)NC(=S)N1 (stereo not given),29,11,-4,-3,1.1,-15,-12,1
COc1cc(CC(=O)NNC(=O)c2cccs2)cc(OC)c1OC,-29,-14,11,0,0.97,3,1,0.89
O=C(CCSCCc1ccncc1)NCCCN1CCOCC1,-3,0,3,-1,0.89,11,-6,0.97
N#CNC(=Nc1cccc(F)c1)SCc1ccccc1,-5,-6,8,10,1.1,-12,14,0.92
FC(F)(F)c1ccc(Oc2ccc3c(C(F)(F)F)cc(C(F)(F)F)nc3n2)cc1,-5,16,16,3,0.99,1,-2,0.84
CCCOc1ccc(C(F)(F)F)cc1NC(=O)C1CC(=O)N(Cc2ccco2)C1 (stereo not given),-3,-1,0,-1,0.94,6,-5,1
COc1ccccc1Oc1nc2c(c(=O)n(Cc3ccccc3F)c(=O)n2C)n1C,-2,-11,-2,-1,0.94,6,0,1
CCOC(=O)C1=C(N)OC2=C(C(=O)CC(C)(C)C2)C1c1ccc(C)s1 (stereo not given),-12,6,0,1,1.1,-10,1,1
O=C(NCc1ccccc1Cl)c1ccc2nnsc2c1,14,18,-4,-3,0.83,17,-3,1
CC1=CC(C)(C)NC(=S)N1c1ccccc1,17,4,-2,-3,1,-3,2,1
CC1(c2ccco2)NC(=O)NC1=O (stereo not given),-2,9,-4,-2,0.97,3,-7,1
COC(=O)c1ccsc1NC(=O)CS(=O)(=O)c1ccccc1,3,11,0,0,1.2,-23,-7,1
CC1(C)C2CCC1(C)C(OC(=O)C[n+]1ccccc1N)C2 (stereo not given),3,12,2,6,0.97,3,0,0.98
Cc1nc(NC(=O)CSc2nnc(C3CC3)n2N)c(Cl)cc1Cl,4,0,6,-7,0.94,6,2,0.94
CCn1ncc(C2=NOC(C(=O)Nc3cccc(C(C)=O)c3)C2)c1C (stereo not given),1,-3,3,3,0.81,19,-6,0.97
COCCN=c1scc(-c2cc(OC)c(OC)c(OC)c2)n1/N=C/c1c(C)[nH]c2ccccc12,43*,14,7,-5,0.93,7,-6,0.93
COc1ccc(C2NC(C(=O)O)Cc3c2[nH]c2ccccc32)cc1OC (stereo not given),-4,-50,6,-4,0.97,3,-3,0.94
